Source: PubChem (several laboratories)
NR2E3 ag-1 – activates human photoreceptor nuclear receptor NR2E3. Q9Y5X4. GST-NR2E3/biotin-RetCOR TR-FRET, 1536-well. inhibition of corepressor binding, % at 4.78 µM. actives 0.12% (n = 320,000). AID 2300;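 active = percent inhibition above the cutoff of mean plus 3 SD of all tested compounds, set per screening campaign, cut at about 20% in these data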;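 also: 0% = DMSO wells and 100% = biotin wells as full block of FRET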
Target sequence (Q9Y5X4 whole entry, looked up): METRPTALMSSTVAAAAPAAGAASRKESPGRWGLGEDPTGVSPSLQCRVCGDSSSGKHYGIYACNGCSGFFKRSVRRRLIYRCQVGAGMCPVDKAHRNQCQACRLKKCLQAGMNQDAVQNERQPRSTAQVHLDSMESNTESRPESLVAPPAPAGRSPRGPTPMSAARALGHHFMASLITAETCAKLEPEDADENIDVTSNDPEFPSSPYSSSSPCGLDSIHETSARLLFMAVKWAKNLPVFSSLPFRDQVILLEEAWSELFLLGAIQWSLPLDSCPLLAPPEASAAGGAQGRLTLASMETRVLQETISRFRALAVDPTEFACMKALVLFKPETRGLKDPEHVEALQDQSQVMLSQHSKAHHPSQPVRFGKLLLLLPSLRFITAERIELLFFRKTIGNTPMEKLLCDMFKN
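Material: NR2E3–RetCOR corepressor complex | Quantity: 1.35 nM GST-tagged NR2E3 final | Schedule: 5 h at 4 °C | Replication: Singlicate compound wells | Reagent: RetCOR corepressor, biotinylated, 7 nM | Controls: Biotin wells as high control, 0.6% DMSO wells as low control | Signal: TR-FRET, Eu(K)-anti-GST donor, streptavidin-D2 acceptor, ex 340, em 617/671 nm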
HIF-2a inh – HIF-2a inhibition | actives 0.72% (n = 360,000) | 786-0 RCC cells HIF-2a reporter, luciferase luminescence, overnight | inhibition, % at 18.8 µM;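 active = inhibition of the luminescence signal of 40% or more relative to plate controls, in a single-dose primary screen at 18.75 µM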
Vif imaging – inhibitors of HIV Vif | AID 602346 | actives 0.35% (n = 340,000) | inhibition, % at 7.49 µM | HEK293T cells, Vif self-association by quenched fluorescence, imaging, 24 h; in the data active = inhibition above about 50%, passing the limit was not always enough; inconclusive = no clear call, values can overlap the other calls; inactive = below about 31%; also: some results filed as inactive read as strong as hits
CaV13 FRET inh – Disruptors of the CACNA1D IQ motif to Ca2+-dependent inactivation inhibitor domain association, primary screening, Förster resonance energy transfer in intact living …. HEK cells, CFP/YFP FRET ICDI-IQ, plate reader, 10 min; percent FRET-ratio fall versus neutral wells. inhibition, % at 12.3 µM. actives 0.098% (n = 340,000);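 active = mean replicate inhibition of at least 30% and at least 1% of replicates passing that level; inconclusive = only one of the two criteria is met; inactive = neither criterion is met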;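 also: 0% = median of the neutral control wells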
PDI turbidity – inhibitors of human protein disulfide isomerase; P07237; PDI insulin aggregation turbidity, A650, 90 min; inhibition, % at 10 µM; actives 0.052% (n = 350,000); AID 588391;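 active = mean inhibition across replicates of 30% or more, whatever share of single replicates reach that level; inconclusive = mean inhibition below 30% while every single replicate reaches 30%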;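 also: absorbance from insulin aggregation driven by PDI reduction with DTT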
Target sequence (P07237 whole entry, looked up): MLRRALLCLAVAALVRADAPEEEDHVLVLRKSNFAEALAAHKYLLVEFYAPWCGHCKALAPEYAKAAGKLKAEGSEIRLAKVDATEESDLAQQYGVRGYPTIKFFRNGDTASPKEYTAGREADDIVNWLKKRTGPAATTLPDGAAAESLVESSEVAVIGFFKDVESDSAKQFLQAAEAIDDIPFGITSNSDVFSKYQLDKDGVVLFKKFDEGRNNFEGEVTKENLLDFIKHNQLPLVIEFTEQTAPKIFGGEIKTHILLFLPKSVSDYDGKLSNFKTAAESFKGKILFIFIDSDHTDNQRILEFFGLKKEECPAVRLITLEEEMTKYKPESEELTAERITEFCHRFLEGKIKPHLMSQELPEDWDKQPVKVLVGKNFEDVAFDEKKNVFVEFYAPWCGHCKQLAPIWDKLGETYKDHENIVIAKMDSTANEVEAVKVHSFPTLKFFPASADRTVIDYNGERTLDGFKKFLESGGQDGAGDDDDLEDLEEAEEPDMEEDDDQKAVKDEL
Shn3 inh set2 – reduces Shn3 3'UTR luciferase signal in osteoblasts; Clone20 osteoblast Shn3 3'UTR firefly luciferase, 24 h; inhibition, % at 12.5 µM; actives 0.52% (n = 360,000);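 active = mean inhibition of at least 75% with every replicate also reaching 75%; inconclusive = mean inhibition at least 75% but some replicate below; inactive = mean inhibition below 75%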;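 also: 0% = median of neutral control wells and 100% = pilot-screen positive control compound; some compounds past the cut are filed as inactive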
TRPM1 prom inh – reduces MITF-dependent TRPM1 promoter luciferase signal; SK-MEL-5 TRPM1 promoter luciferase, 24 h; inhibition, % at 12.5 µM; actives 0.83% (n = 330,000);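 active = mean inhibition across replicates of 60% or more, whatever share of single replicates reaches that level; inconclusive = some that reach 60%, reason not given; inactive = mean inhibition across replicates below 60%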; also: values of inactives mirror those of a sister screen read the other way
NR2E3 ag-2 – human photoreceptor-specific nuclear receptor agonism | Q9Y5X4 | CHO-S Gal4-NCOR/VP16-NR2E3 two-hybrid, luciferase | inhibition of corepressor binding, % at 3.98 µM | actives 0.35% (n = 360,000) | AID 602229;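 active = inhibition above the mean of all tested compounds plus 3 SD, cut at about 70% in these data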;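 also: 0% = DMSO with NR2E3 transfected cells and 100% = cells lacking NR2E3 construct; higher means lower luciferase signal from less NR2E3 corepressor binding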
CF NFkB block – blocks PAF-induced NF-kB reporter in cystic fibrosis cells. inhibition, % at 5 µM. KKLEB NF-kB-GFP reporter, GFP fluorescence overnight. AID 588850. actives 0.86% (n = 360,000);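 active = at least 50% inhibition at 5 µM, scaled per plate between neutral and stimulator controls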;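 also: PAF is a Pseudomonas aeruginosa culture filtrate used as stimulus; plate controls were PAF-stimulated DMSO wells for no effect and unstimulated DMSO wells for full effect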
Peg3 promoter – inhibitors of Peg3 promoter | HeLa PEG-Prom luciferase reporter, luminescence, overnight | inhibition, % at 20 µM | actives 1.7% (n = 360,000);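 active = inhibition of at least 50% at 20 µM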
KKLEB tox – reduces viability of KKLEB cystic fibrosis airway cells; activity change (cytotoxicity), % at 5 µM; AID 602141; KKLEB CF airway cells viability, ATPlite luminescence, overnight; hits give low values; cells stimulated with P. aeruginosa culture filtrate; actives 0.36% (n = 360,000);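 active = corrected activity change at or below -50% at 5 µM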
Starred values were filed as active, the others as inactive; ? = inconclusive; · = not tested or not shown. An unsorted share of the library; overall some 3.3% were active at least once.

SMILES	NR2E3 ag-1	HIF-2a inh	Vif imaging	CaV13 FRET inh	PDI turbidity	Shn3 inh set2	TRPM1 prom inh	NR2E3 ag-2	CF NFkB block	Peg3 promoter	KKLEB tox
Cn1cc(CCNC(=O)CCc2nnc(CCCCc3ccccc3)o2)cn1	1	7	-10	-4	-1	-16	-3	-11	-12	5	0
COc1ccc(C(=O)Nc2ccc(S(=O)(=O)NC(C)C)cc2)cc1	3	17	-9	-8	-6	2	26	-18	17	-6	-2
O=C(Cn1nnc(-c2ccc(CN3CCOCC3)cc2)n1)N1CCCc2ccccc21	2	8	13	-5	-2	-7	14	10	5	6	2
O=C(C1CCCN(S(=O)(=O)c2cccc3nsnc23)C1)N1CCc2ccccc21 (configuration not stated)	-1	22	·	·	1	2	13	-23	-6	28	1
CCOC(=O)C1(CCc2ccccc2)CCN(C(=O)c2occc2C)CC1	1	-33	-2	-7	0	-4	-8	-20	6	-24	-4
Cc1cc(C)c(S(=O)(=O)N2CCCC(C(=O)NCc3ccccn3)C2)c(C)c1 (configuration not stated)	3	11	-4	-3	4	12	-1	-26	-4	3	5
O=c1cc(S(=O)(=O)Cc2ccccc2)[nH]c(=O)[nH]1	·	9	-3	-9	5	5	-7	-22	-9	9	1
Cn1c(CCC(N)=O)nnc1SCC(=O)Nc1ccccc1C(=O)NC1CC1	2	2	5	-6	1	-9	-2	-17	-24	-18	9
COCCCn1c(=O)c2sccc2n2c(CCCC(=O)N3CCN(c4ccccn4)CC3)nnc12	0	11	-6	-15	-5	14	11	-17	-1	13	1
Cc1ccc(-c2nnc(Nc3ccc(C(=O)N(C)C)cc3)c3ccccc23)cc1S(N)(=O)=O	1	13	-7	-6	-6	-6	-6	-17	1	11	-4
Cc1cc(C)c(NC(=O)CSc2nc3[nH]ncc3c(=O)[nH]2)c(C)c1	1	12	-12	4	15	0	3	10	-6	-1	8
CCN(CC(=O)NCc1cccs1)C(=O)C1CC(=O)N(c2ccc(OC)cc2OC)C1 (configuration not stated)	-1	-25	16	-6	4	-1	2	-39	2	-3	-7
O=[N+]([O-])c1ccc(-c2c(-c3ccccc3)ncc3cc(F)ccc23)cc1	-1	-76	3	-3	5	17	-32	-11	-22	-11	5
O=C1/C(=C/c2ccc(O)c(O)c2)SC(=S)N1Nc1ccccc1	·	-203	0	·	7	4	-27	-29	-5	-88	10
Cc1ccc(OCCNS(=O)(=O)c2cccs2)cc1	-3	-81	14	-3	18	-15	-26	-34	5	-47	1
C[C@H]1CN([C@@H](C)CO)C(=O)CCCn2cc(nn2)CO[C@@H]1CN(C)S(=O)(=O)c1ccc2c(c1)OCCCO2	·	2	-2	-6	4	-2	·	-31	1	3	5
COc1ccc(CC(=O)Nc2ccc(-c3nnc(-c4ccc(C)cc4)o3)cc2)cc1	0	-1	-2	-5	4	22	23	-9	46	51*	-56*
CN(C)CCn1c(=S)[nH]c2ccc(Cl)cc2c1=O	1	13	-3	2	-8	12	6	20	4	-1	-11
COc1ccc(C(=O)Nc2cccc(C)c2)cc1S(=O)(=O)N1CCOCC1	0	13	4	·	-5	3	12	-8	11	12	-22
COC(=O)N/N=C/c1cc(Cl)cc(Cl)c1OCc1ccccc1	-2	9	2	-6	-1	-2	-4	6	8	-2	15
c1ccc(Cn2nnnc2CN2CCCC2)cc1	2	16	2	-7	12	15	-4	-19	5	9	-4
COc1ccc(C=NNC(=O)c2cc(C)oc2C)cc1O	·	-92	?	-3	-6	-92	-38	-106	3	-148	-2
Fc1ccccc1-c1cc2ccccc2cn1	6	-231	-5	-5	15	-82	-44	-23	-38	-241	-4
Cc1ccc(Cl)c2c1=NC(=O)C=2c1[nH]c(=S)[nH]c1O	0	18	·	-2	1	-4	9	8	7	2	-7
CC(=O)c1ccc(OC2(C)CCN(CCOc3ccc(C)cc3)C2)cc1 (configuration not stated)	·	-12	1	-4	-3	-4	·	14	-25	3	8
O=C(CCSCc1ccccc1F)NCCc1ccccc1	2	-23	-11	-4	4	14	-10	-64	-4	-2	-10
CCOc1ccc(C(=O)NC2CCN(S(=O)(=O)CC)CC2)cc1	1	6	·	-3	-8	0	0	-8	0	-1	-2
N#Cc1c(N)n(CCOC(=O)c2cccc([N+](=O)[O-])c2)c2nc3ccccc3nc12	-1	10	-17	-3	2	0	1	-6	-10	28	-7
Nc1nnnn1/N=C/c1ccccc1Cl	·	-61	-7	-9	-5	11	·	-21	-13	-83	-8
Cc1ccc(NC(=O)CSCC(=O)Nc2ccc(S(=O)(=O)N3CCOCC3)cc2)cc1	-1	8	5	·	8	23	-5	0	22	1	-12
COCC(C)NS(=O)(=O)c1ccccc1 (configuration not stated)	1	9	6	3	9	-12	-16	-41	-23	14	12
CCOc1ccc(OCc2nnc(SCC(=O)NC3CCS(=O)(=O)C3)n2-c2ccc(Cl)cc2)cc1 (configuration not stated)	3	2	-3	-5	8	8	1	-17	4	5	-14
CCC1CCCCN1CCCNC(=O)C1CCC(CNS(=O)(=O)c2c(C)cc(C)cc2C)CC1 (configuration not stated)	-1	5	-3	-2	17	-3	-29	-30	-25	8	-7
Cc1cc([N+](=O)[O-])ccc1NCc1ccc2c(c1)OCCO2	4	-167	-1	-4	1	-20	-20	-21	-8	-73	5
COc1ccccc1Cn1cccc1C=O	4	16	-1	-9	-7	-42	9	-23	-28	12	-7
COc1ccc(NS(=O)(=O)c2ccc(NC(=S)NCC3CCCO3)cc2)cc1 (configuration not stated)	2	19	-5	·	3	-3	20	32	8	3	3
C=CCNC(=O)NC(=O)COC(=O)C(C)Oc1ccc(Cl)cc1Cl (configuration not stated)	1	17	1	2	5	-2	9	-4	9	13	3
COCCCn1c(SCC(=O)Nc2ccc(C(=O)OC)cc2)nc2ccccc2c1=O	-1	7	-7	-4	-1	-19	10	-2	-11	20	8
COC(=O)c1c(NC(=O)C2CCC2)sc(C(=O)N(C)C)c1C	2	20	4	-3	4	1	13	10	14	6	-6
CCN(C[C@H]1N[C@@](CC)(C(=O)OC)[C@H]2C(=O)N(Cc3ccccc3)C(=O)[C@@H]12)C(=O)COC	·	5	-7	-5	11	3	-2	-8	4	-9	-3
CCc1noc(C)c1C(=O)OC(C)C(=O)Nc1ccc2c(c1)OCO2 (configuration not stated)	2	-50	1	-14	1	-25	·	-12	2	-60	11
O=C(NC1=NCCS1)C1CCN(S(=O)(=O)c2ccc(Cl)cc2)CC1	0	8	-5	-5	8	-36	2	-34	10	-5	-1
CCN1CCc2c(sc(NC(=O)c3ccc(C(=O)c4ccccc4)cc3)c2C(N)=O)C1	5	2	-6	-3	9	10	5	19	-17	24	7
COc1ccccc1-n1c(-c2cccnc2)n[nH]c1=S	-4	4	5	-12	-7	15	0	-3	1	-3	0
Cc1cccc(NC(=O)COC(=O)c2ccc3c(c2)OCO3)c1C	0	11	10	-1	-1	0	-10	-4	-5	-3	6
Cc1nn(-c2ccccc2)c(C)c1NS(=O)(=O)c1ccccc1	3	41*	4	-4	10	-10	25	13	3	16	6
COc1cc(O)c(C(C)=O)c(OC)c1	·	-2	-6	-5	10	-10	-11	-6	-8	-1	-10
CC(=O)c1ccc(OCCCC(=O)Nc2ccc(Cl)c(S(=O)(=O)N3CCOCC3)c2)cc1	·	12	-18	-6	-2	68	18	18	-24	8	-4
O=C(NN=Cc1cc(=O)[nH]c(=O)[nH]1)c1ccncc1	·	2	7	-10	4	-14	-6	-2	-6	16	6
Cc1cccc(S(=O)(=O)N/N=c2\sc3ccccc3n2C)c1	-1	-109	3	-4	-4	-5	-11	-32	-2	-92	4
Cc1cccc(N=Cc2cc(Br)cc(Cl)c2O)c1	-5	12	12	-4	1	-22	8	-20	-2	5	15
CCCCP(=O)(CCCC)Cc1ccccc1	1	14	-1	-6	5	9	-3	-2	-3	-4	12
Cc1ccccc1NC(=O)C1CCCN(S(=O)(=O)c2cccc3cccnc23)C1 (configuration not stated)	2	7	-12	-4	·	18	10	9	-3	14	12
